Screening data (PubChem BioAssay)
PME-1 inh – blocks human protein phosphatase methylesterase 1; Q9Y570; recombinant PME-1, FP-Rh probe fluorescence polarization; inhibition, % at 5.9 µM; hit rate 0.53% among 320,000;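 active = inhibition above the campaign mean of all compounds plus 3 SD, cut at about 26% in these data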;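 also: competitive labeling of PME-1 active site by serine hydrolase directed probe; 0% = PME-1 with DMSO and 100% = wells lacking PME-1 enzyme; inhibitors block probe labeling so polarization falls and inhibition rises; many of its hits are not listed in these tables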
Target sequence (Q9Y570 whole entry, looked up): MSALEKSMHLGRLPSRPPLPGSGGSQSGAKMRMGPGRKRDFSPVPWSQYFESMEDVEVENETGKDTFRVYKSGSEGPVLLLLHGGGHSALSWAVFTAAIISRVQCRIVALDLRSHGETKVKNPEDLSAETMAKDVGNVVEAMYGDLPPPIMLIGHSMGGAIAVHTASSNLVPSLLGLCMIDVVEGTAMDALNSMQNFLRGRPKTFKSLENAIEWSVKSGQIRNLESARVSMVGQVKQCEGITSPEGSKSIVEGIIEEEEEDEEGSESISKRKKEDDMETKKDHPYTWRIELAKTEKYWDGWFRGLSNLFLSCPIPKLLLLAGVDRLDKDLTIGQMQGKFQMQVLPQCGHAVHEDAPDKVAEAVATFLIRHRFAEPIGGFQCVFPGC
Bcl-xL primary – blocks human Bcl-xL binding to Bim BH3 peptide. hit rate 0.7% among 320,000. inhibition, % at 10.9 µM. AID 2129. Q07817. GST-Bcl-xL / FITC-Bim BH3 peptide fluorescence polarization;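 active = inhibition above the mean of all tested compounds plus 3 SD, cutoff set per campaign, cut at about 30% in these data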;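 also: 0% = DMSO wells and 100% = unlabeled Bim-BH3 peptide competitor; inhibitors lower millipolarization by displacing the labeled peptide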
MCL1 BIM primary – MCL1-BIM-BH3 interaction inhibition (human); AID 2057; inhibition, % at 10.9 µM; GST-MCL1 / FITC-Bim-BH3 fluorescence polarization; hit rate 0.68% among 320,000; Q07820;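 active = inhibition above the mean inhibition of all tested compounds plus 3 SD, set per campaign, cut at about 40% in these data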;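 also: 0% = DMSO wells and 100% = unlabeled Bim-BH3 peptide control; higher means more loss of mP so more displacement of Bim peptide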
GLD-1 TGE inh – GLD-1-TGE RNA interaction inhibition (C. elegans). inhibition, % at 5.96 µM. AID 2280. Q17339. purified GLD-1 + fluorescein TGE RNA, fluorescence polarization. hit rate 0.44% among 320,000;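 active = percent inhibition above a per-plate cutoff, the plate mean of test compounds plus 3 SD, cut at about 30% in these data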;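 also: 0% = DMSO wells with GLD-1 and probe and 100% = wells lacking GLD-1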
MEX-5 binding – C. elegans MEX-5 TCR-2 RNA binding activity. MEX-5/FITC-TCR2 RNA binding, fluorescence polarization; active compounds read low. activity score (negative = inhibition of binding), % at 10 µM. hit rate 0.38% among 300,000. AID 1832;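 active = inhibition past about -25% in most replicates, and total fluorescence under double the plate's negative control median, limit read from the data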;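 also: 0% = DMSO and -100% = 5 µM competing unlabeled TCR2 RNA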
Fam108B inh – counter-screen for RBBP9 inhibitors: inhibitors of mouse Fam108B; hit rate 0.33% among 300,000; inhibition, % at 9.51 µM; recombinant Fam108B, FP-Rh probe fluorescence polarization;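 active = inhibition above the screen mean inhibition plus 3 SD, computed separately per campaign, cut at about 18% in these data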;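 also: inhibitors lower polarization as less probe binds the enzyme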
PAD4 FP inh – PAD4 (human) enzyme inhibition | hit rate 0.41% among 330,000 | AID 485272 | Q9UM07 | inhibition, % at 6.36 µM | recombinant PAD4, RCA probe fluorescence polarization;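 active = percent inhibition above a cutoff equal to the mean of all tested compounds plus 3 SD, cut at about 15% in these data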;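 also: 0% = PAD4 with RCA probe and DMSO and 100% = probe without PAD4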
Target sequence (Q9UM07 whole entry, looked up): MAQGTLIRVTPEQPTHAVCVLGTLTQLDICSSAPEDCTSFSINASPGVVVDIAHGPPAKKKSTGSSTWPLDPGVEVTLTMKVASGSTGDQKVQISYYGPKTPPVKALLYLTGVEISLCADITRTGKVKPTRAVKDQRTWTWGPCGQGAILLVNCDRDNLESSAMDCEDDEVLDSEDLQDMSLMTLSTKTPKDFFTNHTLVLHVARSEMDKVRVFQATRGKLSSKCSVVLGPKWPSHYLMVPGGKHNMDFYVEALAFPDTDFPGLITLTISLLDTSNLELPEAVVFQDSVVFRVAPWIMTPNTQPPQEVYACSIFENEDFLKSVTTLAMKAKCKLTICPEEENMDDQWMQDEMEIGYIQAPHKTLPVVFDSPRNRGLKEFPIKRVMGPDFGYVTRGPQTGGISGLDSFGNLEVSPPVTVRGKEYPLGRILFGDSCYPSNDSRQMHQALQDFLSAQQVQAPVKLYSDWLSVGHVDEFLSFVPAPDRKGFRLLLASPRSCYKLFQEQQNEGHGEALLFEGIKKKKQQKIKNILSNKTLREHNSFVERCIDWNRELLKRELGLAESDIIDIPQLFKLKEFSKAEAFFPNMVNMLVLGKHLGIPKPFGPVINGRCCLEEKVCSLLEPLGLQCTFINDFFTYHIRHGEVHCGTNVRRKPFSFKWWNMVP
TPT1 inh – inhibitors of Candida albicans tRNA 2'-phosphotransferase TPT1. recombinant caTPT1, FP RNA substrate dephosphorylation. AID 1962. hit rate 0.81% among 300,000. inhibition, % at 5 µM;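 active = inhibition above the mean of all tested compounds plus 3 SD, set per screening campaign, cut at about 24% in these data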;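 also: plate controls were DMSO alone for no effect and ferristatin control at 100 nM for full effect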
GSTO1 counter – counter-screen for RBBP9 inhibitors: inhibitors of human GSTO1. P78417. recombinant GSTO1, activity-based probe fluorescence polarization. inhibition, % at 5.96 µM. hit rate 1.1% among 300,000. AID 1974;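 active = inhibition above the campaign mean inhibition plus 3 SD, cut at about 35% in these data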;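 also: 0% = GSTO1-1 with DMSO and 100% = wells lacking GSTO1-1 enzyme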
Starred values were filed as active, the others as inactive; · = no result given. These rows are one share of the data, so the mix of outcomes need not match the whole.

SMILES	PME-1 inh	Bcl-xL primary	MCL1 BIM primary	GLD-1 TGE inh	MEX-5 binding	Fam108B inh	PAD4 FP inh	TPT1 inh	GSTO1 counter
Cc1cc(C)c(NC(=O)Nc2ccc3c(c2)OCO3)c(C)c1	5	1	1	0	3.2	1	-2	-2	20
CCCCNS(=O)(=O)c1ccc2nc(SCC(=O)c3ccc(C#N)cc3)[nH]c2c1	-18	-6	-9	5	-2.9	-11	1	-1	8
Cc1cccc(CC(=O)OCn2nnc3ccccc3c2=O)c1	0	2	6	6	0.7	-5	-2	2	1
OCCN(CC#CC(O)(c1ccccc1)C1CCCCC1)CCO (stereo not drawn)	3	0	6	-4	1.3	-2	1	1	11
Nc1nc2c(s1)CCCCCCCCCC2	6	-10	-18	-7	-2.0	-4	-3	0	0
O=[N+]([O-])c1ccc(C[n+]2cccc3ccc4cccnc4c32)cc1	0	0	-1	0	-0.7	-3	-7	8	3
CCOC(=O)c1ccc(NC(=O)c2nc[nH]c2C(=O)NC)cc1	-11	-1	-9	-3	0.1	0	-1	0	-7
Cc1cc(C(C)(C)C)ccc1OCCN(C)C	-3	2	0	0	1.3	0	-4	-2	0
Cn1nc(-c2ccc(C(=O)Nc3cccc(Cl)c3)cc2)c2ccccc2c1=O	-25	-5	1	0	-2.7	-7	-1	0	-11
Cc1cc(-c2cc(C(=O)NCc3ccccc3)on2)nc(NC2CCCC2)n1	-6	3	0	-1	-2.1	-2	-2	-1	-5
COC(=O)c1sc(NC(=O)c2cccc([N+](=O)[O-])c2)c(C(N)=O)c1C	-4	7	7	-2	0.4	3	-1	3	-2
CCOC(=O)c1ccc(NC(=O)CS(=O)(=O)c2cn(CC)c3ccccc23)cc1	5	1	3	-2	·	1	0	-1	1
COc1cc(/C=C/C(=O)O)cc(S(=O)(=O)NCCCO)c1OC	-6	3	4	11	0.8	-4	-3	-2	10
COC(=O)c1cn(C(=O)c2ccc(C)c(C)c2)c2ccccc12	-6	2	13	3	-0.8	-1	2	-3	-5
COC(=O)Nc1ccc(S(=O)(=O)N2CCCC(C(=O)N3CCCCC3)C2)cc1 (stereo not drawn)	1	0	-5	0	2.1	-1	-3	-1	2
Cc1cc(F)ccc1N1CCC(N2CCN(C)C(CCO)C2)CC1 (stereo not drawn)	-2	9	-1	-1	-2.6	-1	2	-1	2
Cc1cc(C(=O)NCCC2=CCCCC2)ccc1[N+](=O)[O-]	1	0	-1	11	-0.7	2	-7	2	-7
CCCCOC(=O)C1=C(C)Nc2ncnn2C1c1cccc(OC)c1 (stereo not drawn)	-1	1	3	2	-1.7	3	-3	1	-6
O=C(Nc1ccc(-n2cnnn2)cc1)C1CCC1	0	4	-7	4	-0.4	0	-3	-5	0
COc1ccc(NC(=O)/C(C#N)=C\c2ccc(-c3cc(C(=O)O)ccc3C)o2)cc1	-1	14	17	6	-2.4	-2	-2	-4	-6
CCOc1ccc2c(c1)-c1c(ssc1=S)C(C)(C)N2C	13	8	21	0	0.9	8	-4	-6	-5
N#CCCN(CCC#N)c1nnc(-c2ccccc2)s1	-2	0	9	4	-0.5	4	0	-6	14
C/C=C(\C)CN1CCc2cc(OC)c(OC)cc2C1	-4	0	3	0	-4.9	1	-5	-1	-5
O=C(c1cc2cc(F)ccc2[nH]1)N1CCN(c2ccc(F)cc2)CC1	-1	1	-3	0	0.3	2	0	-1	0
Cc1ccc(SCCC(=O)N(C)C)cc1	-7	3	4	2	-0.2	1	4	-1	1
COc1ccc(C(=O)OCC(=O)NCc2ccc3c(c2)OCO3)cc1[N+](=O)[O-]	-3	3	15	-1	·	-2	4	4	-6
CCOc1cc(CNc2ncc(-c3ccc(OC)cc3)n2C)ccc1O	-2	7	7	3	-3.0	-1	-2	-1	7
O=C1N=C(O)CN1/N=C/c1ccc(-c2ccc([N+](=O)[O-])cc2)o1	-1	1	-11	3	-1.9	3	-1	9	7
Cc1cc(NC(c2ccc(Cl)cc2)c2ccc3cccnc3c2O)no1 (stereo not drawn)	-6	6	-3	15	2.2	0	-5	-1	-39
COc1ccc(NC(=O)COc2coc(CN3CCc4ccccc43)cc2=O)cc1	-3	0	-4	2	0.3	-3	-4	3	-3
COc1ccc(CNC(=O)CCS(=O)(=O)Cc2cccc(Cl)c2)c(OC)c1	2	8	6	-9	1.2	2	-6	0	-7
O=C(NCc1ccc(C(F)(F)F)cc1)C1CC(c2cccc(F)c2)=NO1 (stereo not drawn)	0	-3	-4	2	0.0	-4	-1	1	11
Cc1ccc(NC(=O)C2CCCN(C3=NS(=O)(=O)c4ccccc43)C2)c(O)c1 (stereo not drawn)	3	-9	-20	-6	·	·	3	·	·
COC(=O)C1=C(C)N(C)C(C)=C(C(=O)OC)C1c1ccc(C(=O)OC)cc1	-4	2	6	4	0.0	1	-3	0	4
O=C(CSc1nnc(-c2c[nH]c3ccccc23)o1)N(Cc1ccccc1)c1ccc(F)cc1	-40	4	9	2	0.0	-24	-2	-2	-23
C=CCN(C(=O)c1csnn1)C(C(=O)NC1CCCC1)c1ccccc1 (stereo not drawn)	1	3	6	0	-0.3	0	-2	-4	9

Filtered by structure, the compounds so far containing a COOH group
SMILES	PME-1 inh	Bcl-xL primary	MCL1 BIM primary	GLD-1 TGE inh	MEX-5 binding	Fam108B inh	PAD4 FP inh	TPT1 inh	GSTO1 counter
COc1cc(/C=C/C(=O)O)cc(S(=O)(=O)NCCCO)c1OC	-6	3	4	11	0.8	-4	-3	-2	10
COc1ccc(NC(=O)/C(C#N)=C\c2ccc(-c3cc(C(=O)O)ccc3C)o2)cc1	-1	14	17	6	-2.4	-2	-2	-4	-6

(further entries)
SMILES	PME-1 inh	Bcl-xL primary	MCL1 BIM primary	GLD-1 TGE inh	MEX-5 binding	Fam108B inh	PAD4 FP inh	TPT1 inh	GSTO1 counter
N#Cc1c(SCc2ccccc2)sc(C(=O)c2ccccc2)c1N	-2	-6	-8	-2	-1.4	-1	0	-2	0
COc1ccc(CNC(=O)C(c2ccco2)N(Cc2ccccc2)C(=O)Cc2cccs2)cc1 (stereo not drawn)	0	3	5	0	-0.2	-2	4	-5	-6
Cc1ccc(C)c(SCc2noc(C(=O)NCC3CCCO3)c2C(=O)O)c1 (stereo not drawn)	0	3	1	10	1.5	-1	1	-5	-3
Cc1ccc(NC(=O)COC(=O)[C@H](C)NC(=O)c2ccccc2)cc1S(=O)(=O)N1CCOCC1	-2	-5	-2	4	1.8	2	-1	-1	7
COC(=O)C1=C(C)N(C(C)c2ccccc2)C(=O)/C1=C\c1ccco1 (stereo not drawn)	1	3	4	-4	-1.5	-1	1	4	0
O=C1CC(c2ccco2)CC(O)=C1C=Nc1cc(Cl)ccc1O (stereo not drawn)	-3	5	14	0	-1.1	6	2	0	18
Cc1ccc2c(cnn2C(=O)CCC(=O)NCc2ccccc2Cl)c1	-1	2	7	1	-0.5	2	1	0	2
O=C(NC1CC1)c1ccc(CS(=O)(=O)c2c(Cl)cccc2Cl)o1	-5	2	1	3	0.5	-3	-4	0	2
Cc1cc(OCC(=O)NC(Cc2ccc(Cl)cc2)C(=O)O)c2c(C)c(C)c(=O)oc2c1 (stereo not drawn)	12	1	-2	5	-2.3	-9	6	-1	-41
CCCCCc1c(C)nc(NCc2ccccc2)[nH]c1=O	4	4	6	7	-0.1	1	-4	-1	3
Cc1ccc(NC(=O)CSc2nnc(-c3cnccn3)n2Cc2ccco2)cc1C	3	3	5	13	0.1	3	0	2	-4
O=C(Nc1ccc(F)cc1)C(Sc1nc2ccccc2[nH]1)c1ccccc1 (stereo not drawn)	-15	-1	-3	5	-0.3	-12	-6	0	-10
CCCc1nnc(NC(=O)c2c(O)c3cccc4c3n(c2=O)CCC4)s1	-12	7	8	-2	2.2	-6	-3	-1	-1
O=C(NCc1ccco1)C(c1ccncc1)N(C(=O)Cn1nnc2ccccc21)c1ccccc1 (stereo not drawn)	-2	3	1	4	0.4	4	0	-3	2
Cc1oc(=O)c(NC(=O)c2cccc(Cl)c2)cc1C(=O)c1ccccc1	-6	0	-2	-2	-7.9	-5	-3	3	-3
O=C(CSc1ncnc2ccccc12)N1CCCC1	1	1	1	8	-0.4	-1	8	0	5
CCOC(=O)C1CCCN(C(=O)CSc2ccccc2)C1 (stereo not drawn)	2	0	4	4	·	-2	-3	1	-2
O=C(N/N=C/c1cc2c(cc1Br)OCO2)c1cc2ccccc2o1	-20	0	6	1	1.5	-14	-6	1	-6
COc1ccc([C@@H]2CC=C(C(=O)O)[C@H](c3ccccc3)N2S(=O)(=O)c2ccc(C)cc2)cc1OC	-4	1	-7	-3	·	-3	1	-1	1
COc1ccc(C(=O)OC(C)C(=O)NCC2CCCCC2)cc1S(=O)(=O)N1CCOCC1 (stereo not drawn)	3	0	-2	3	·	·	-4	·	·
CC(=NCC1CCCO1)c1c(O)[nH]c(=O)[nH]c1=O (stereo not drawn)	-2	5	0	1	-0.4	3	2	-3	5
CSc1nc2n(n1)C(c1cccs1)C1=C(CCCC1=O)N2 (stereo not drawn)	-5	3	3	-4	-0.1	1	1	1	-4
CN(C(=O)c1cccc(Nc2ccc(-c3ccc4c(c3)OCCO4)nn2)c1)C1CCCCC1	1	-2	0	11	·	7	-2	-1	-18
CNC(=O)N(O)C1N(/N=C/c2c(F)cccc2Cl)C(=S)SC1(C)C (stereo not drawn)	2	0	5	4	1.1	-17	0	2	5
Cc1ccnc(NC2(C(F)(F)F)N=C(c3ccccc3)NC2=O)c1 (stereo not drawn)	-1	0	4	-2	-2.5	4	-1	-2	5
CCC(C)(C)NC(=O)C(c1ccc(F)cc1)N(CCOC)C(=O)CCC(=O)Nc1nccs1 (stereo not drawn)	0	5	6	0	-0.9	4	0	1	-2
Cc1onc(-c2ccccc2Cl)c1C(=O)N1CCOC12CCN(c1cccc(F)n1)CC2	2	3	5	-6	1.4	-1	-5	-4	9
CCN(CC)S(=O)(=O)c1ccc(N2CCOCC2)c(NC(=O)CC2OC(=O)c3ccccc32)c1 (stereo not drawn)	2	-13	-16	4	0.0	3	1	0	16
O=C(O)c1ccc(S(=O)(=O)N2CCCCCC2)cc1	1	-1	-1	-6	0.0	2	-10	-4	4
O=[N+]([O-])c1cccc(/C=N/Nc2cc(N3CCOCC3)ncn2)c1	-5	7	3	5	-0.6	1	2	1	1
COC(=O)CNC(=O)c1cc(OC)cc(OC)c1	1	2	3	0	-5.8	-6	-1	1	-2
CC(=O)N1CCc2cc(S(=O)(=O)Nc3ccc(C)cc3C)ccc21	-1	4	28	2	1.0	-2	1	-1	10
CCN(CC)S(=O)(=O)c1ccc(F)c(C(=O)NCCC(C)C)c1	2	-3	-4	7	-1.3	-4	3	-4	-2
COC(=O)c1ccc(CSc2n[nH]c(-c3ccccc3)n2)o1	1	2	7	-2	2.2	3	1	3	2
CCCc1cc(N2CCCC(C(=O)NCc3ccc4c(c3)OCO4)C2)n2ncnc2n1 (stereo not drawn)	4	4	1	1	1.1	-1	0	1	-3
CCOCC(=O)Nc1nc2ccc(S(C)(=O)=O)cc2s1	-1	9	-3	8	0.9	-4	-8	-2	1
COc1ccccc1CNC(=O)CSc1nc(N)c(C#N)c(-c2cccs2)c1C#N	-9	4	2	3	-2.1	0	-1	-2	-2
O=C1c2ccc(Cl)cc2S(=O)(=O)c2cccc(C(=O)N3CCN(c4ccc(Cl)cn4)CC3)c21	8	14	16	9	·	·	1	·	·
COc1ccc(NS(=O)(=O)c2cnc[nH]2)cc1	2	-1	-7	1	0.4	-4	-11	0	-9
